# Screening data from PubChem.
# TSHR antag: human thyrotropin receptor antagonism. TSHR-expressing cells, TSH-stimulated cAMP HTRF, 2 h; stronger effect = lower value. activity change, negative = inhibition, % at 11.5 µM. hit rate 0.2% among 330,000;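 active means activity change below a set negative limit, meaning inhibition stronger than a set level, cut at about -70% in these data; inconclusive means activity change between two set negative limits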; further: on the % scale 0 is the no-effect control and ±100 the full control effect
# Target sequence (P16473 whole entry, looked up): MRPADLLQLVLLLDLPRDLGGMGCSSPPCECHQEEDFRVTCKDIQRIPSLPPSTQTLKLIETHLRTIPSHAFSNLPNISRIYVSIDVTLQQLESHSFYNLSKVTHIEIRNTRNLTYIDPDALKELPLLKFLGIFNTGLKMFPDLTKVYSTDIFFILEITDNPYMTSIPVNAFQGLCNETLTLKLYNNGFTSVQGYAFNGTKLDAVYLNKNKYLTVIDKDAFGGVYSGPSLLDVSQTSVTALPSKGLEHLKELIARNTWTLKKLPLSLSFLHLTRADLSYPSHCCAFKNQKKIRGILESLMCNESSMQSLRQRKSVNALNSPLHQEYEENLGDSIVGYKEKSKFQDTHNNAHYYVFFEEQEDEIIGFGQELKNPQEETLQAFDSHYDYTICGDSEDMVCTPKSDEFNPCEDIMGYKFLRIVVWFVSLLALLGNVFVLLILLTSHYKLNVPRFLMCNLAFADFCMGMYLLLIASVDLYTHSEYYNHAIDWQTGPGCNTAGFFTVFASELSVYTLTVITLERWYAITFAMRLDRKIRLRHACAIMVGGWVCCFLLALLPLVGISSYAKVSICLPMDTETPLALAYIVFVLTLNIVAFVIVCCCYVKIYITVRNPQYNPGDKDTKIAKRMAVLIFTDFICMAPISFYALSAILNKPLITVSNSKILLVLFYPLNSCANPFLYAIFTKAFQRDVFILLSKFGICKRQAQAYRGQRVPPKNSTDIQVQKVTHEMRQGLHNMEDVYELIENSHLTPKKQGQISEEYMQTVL
#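 Freshly harvested TSHR cells receive pin-tooled compound, then EC80 TSH at 4nM final. After 2 hours at 37 deg C, antibody in lysis buffer and cAMP-d2 are added; 30 minutes at ambient temperature precede the HTRF read.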
# MLL CXXC-DNA inh: inhibitors of human MLL CXXC domain-DNA interaction; Potency, µM (top dose mostly 115 µM), inactives show top-dose activity change, negative = inhibition, hits mostly inhibitors; MLL-CXXC / FITC-HOXA9 DNA fluorescence polarization; AID 2662; Q03164; hit rate 0.037% among 290,000; active means well fitted inhibition curve with a large enough effect in the polarisation, with a control signal flat, not every such curve was filed as active; inconclusive means small, poorly fitted or top-dose-only effect, or effect the other way, or a change in a side signal; inactive means no such curve, though single readings can be large or run the other way; the % refers to the polarisation; further: potency means the concentration at half of the fitted maximal effect
#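 Purified MLL-CXXC (added from a 7 uM solution) was preincubated 5 min at ambient with pinned compounds in 50 mM Tris-HCl pH 7.5, 50 mM NaCl, 1 mM DTT, 0.05% BSA. Fluorescein-labeled HOX-A9 DNA (50 nM solution) followed, 30 min, then polarization read.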
# Menin MLL FP TR: menin-MLL binding inhibition, Texas Red mutant peptide | O00255 | Menin + Texas Red MLL mutant peptide, fluorescence polarization | Potency, µM (top dose mostly 61.6 µM), for inactives: top-dose FP activity change, negative = inhibition, actives largely listed as inhibitors | hit rate 0.23% among 270,000 | AID 1768; active means well fitted inhibition curve with a large enough effect in the polarisation, with a control signal flat, not every such curve was filed as active; inconclusive means small, poorly fitted or top-dose-only effect, or effect the other way, or a change in a side signal; inactive means no such curve, though single readings can be large or run the other way; the % refers to the polarisation; further: potency means the concentration at half of the fitted maximal effect; % of control where 0% means no effect; many of its hits are not listed in these tables
# MBNL1 CUG block: MBNL1-poly(CUG) RNA binding inhibition. TR-FRET MBNL1-His/biotin-(CUG)12 binding, 665/545 ratio. Potency, µM (top dose mostly 57.5 µM), for inactives: at the highest dose activity change, negative = inhibition, actives largely listed as inhibitors. hit rate 0.036% among 280,000. AID 2675; active means well fitted inhibition curve with a large enough effect in the signal ratio, with a control signal flat, not every such curve was filed as active; inconclusive means small, poorly fitted or top-dose-only effect, or effect the other way, or a change in a side signal; inactive means no such curve, though single readings can be large or run the other way; the % refers to the signal ratio; further: potency means the concentration at half of the fitted maximal effect; on the % scale 0 is the no-effect control and ±100 the full control effect
# Target sequence (Q9NR56 whole entry, looked up): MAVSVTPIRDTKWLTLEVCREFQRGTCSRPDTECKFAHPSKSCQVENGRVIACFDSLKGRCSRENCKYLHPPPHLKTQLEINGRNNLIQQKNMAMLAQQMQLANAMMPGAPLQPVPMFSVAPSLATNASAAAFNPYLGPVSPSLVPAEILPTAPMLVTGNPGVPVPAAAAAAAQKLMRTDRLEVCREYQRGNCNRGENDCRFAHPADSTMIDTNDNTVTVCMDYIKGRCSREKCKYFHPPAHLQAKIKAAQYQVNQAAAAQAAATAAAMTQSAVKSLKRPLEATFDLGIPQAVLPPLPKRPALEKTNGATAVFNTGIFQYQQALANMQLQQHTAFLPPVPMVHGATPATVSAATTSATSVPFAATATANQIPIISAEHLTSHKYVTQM
#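 MBNL1-His + Biotin-(CUG)12, cpd titration 92 nM–58 uM; Tb anti-His Ab 0.055 ng/ul, SA-XL665 5 nM (final); 60 min RT; ratiometric 665/545 nm, Ex 340 nm; normalized to buffer and full-complex controls.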
# PTAP TSG101 blk: blocks PTAP/TSG101 interaction to inhibit HIV-1 budding | Q99816 | Fluorescence polarization, FITC-PTAP peptide / Tsg101 binding | Potency, µM (highest dose often 115 µM), inactives show top-dose activity change, negative = inhibition, usual class: inhibitors | 340,000 tested, under 10 active; active means well fitted inhibition curve with a large enough effect in the main read-out, with a control signal flat, not every such curve was filed as active; inconclusive means small, poorly fitted or top-dose-only effect, or effect the other way, or a change in a side signal; inactive means no such curve, though single readings can be large or run the other way; further: potency means the concentration at half of the fitted maximal effect; % of control where 0% means no effect
#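 Fluorescence anisotropy tracks displacement of a FITC-tagged PTAP peptide (50 nM) from the Tsg101 binding domain (10 uM), following a 20 min room-temperature incubation at pH 7.5.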
# S-ASM inh: inhibitors of human secretory acid sphingomyelinase; Potency, µM (top dose mostly 57.5 µM), without a hit: top-dose activity change, negative = inhibition, hits mostly inhibitors; hit rate 0.006% among 340,000; P17405; placental ASM, HMU-PC fluorogenic substrate, 60 min; further: potency means the concentration at half of the fitted maximal effect
#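 Human placenta-derived ASM enzyme was preincubated with compound for 10 minutes at room temperature, then given fluorogenic substrate HMU-PC0 (9 uM final) for 60 minutes at 37 °C; a pH 10 stop preceded fluorescence reading at Ex 386/Em 447 nm.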
# Integrin act MD: integrin-mediated muscular dystrophy alleviation activation; Potency, µM (doses to about 38.3 µM), for the others: at the highest dose activation, hits mostly activators; alpha7betagal myoblasts, beta-gal FDG fluorescence, 48 h; hit rate 0.064% among 350,000; AID 624291;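 further: potency means the concentration at half of the fitted maximal effect; 100% = response of the positive control SU9516; nearly all actives have a fitted effect of over 60% in size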
#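 Alpha7betagal+/- myoblasts (passage 13) were plated 16-24 hr, then exposed to compounds (1:260 dilution of DMSO stock) for 48 hours at 37C. After MPER lysis, β-galactosidase reporter activity was read as FDG fluorescence (ex 480/em 540) after 30 minutes.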
# AT treatment: potential ataxia-telangiectasia treatment. Potency, µM (doses to about 57.5 µM), without a hit: top-dose activation, hits mostly activators. hit rate 0.19% among 320,000. […] A-T fibroblasts, KAP-1 phosphorylation AlphaLISA; neocarzinostatin DNA damage 30 min before lysis; further: potency means the concentration at half of the fitted maximal effect; % of control where 0% means no effect; nearly all actives have a fitted effect of over 45% in size
#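 ATM-like activity read as KAP-1 phosphorylation via AlphaLISA donor/acceptor antibody pairs after lysis and 6 hr at 25C. Cells were ATM-null patient fibroblasts ([…], hTERT), dosed 60 min, then exposed to the DSB inducer NCS for 30 min.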
# Mito fusion act: inhibitors of mitochondrial division or activators of mitochondrial fusion; S. cerevisiae fusion-defective mutant growth rescue, CellTiterGlo 48 h; hit rate 0.23% among 320,000; Potency, µM (titrated, usually from 46.1 µM), for the others: at the highest dose growth rescue (activation), actives largely listed as activators; AID 485298;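 further: potency means the concentration at half of the fitted maximal effect; % of control where 0% means no effect; nearly all actives have a fitted effect of over 45% in size; temperature-sensitive fusion mutants such as fzo1-1 at 37 °C on non-fermentable ethanol glycerol medium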
#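 Compounds are tested for their ability to restore growth of mitochondrial fusion-defective yeast strains at non-permissive 37C in YPEG medium over 48 hours. Viability is quantified by luciferase luminescence.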
# TCR activator: activates T cell receptor signaling; Potency, µM (highest dose often 9.22 µM), for the others: at the top dose activation of IL-2 secretion, usual class: activators; 330,000 tested, under 10 active; primary human leukocytes, anti-CD3, IL-2 HTRF, 48 h; AID 504894; further: % of control where 0% means no effect
#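 TCR engagement came from a-CD3 beads alone, with compounds added to primary human leukocytes for 48 hr. Secreted IL-2 bridged europium cryptate- and d2-labelled anti-IL-2 antibodies, giving FRET emission at 665nm after 320nm excitation.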
# The depositor's hits bear a star; ? = inconclusive; nt = no result given; [ ] = dose if it differs, or a comment. Unless noted, the call rests on the fitted dose curve; in most records, active means well fitted curve in the direction sought with a large enough effect; inconclusive means small, poorly fitted or top-dose-only effect, or another doubt; inactive means no such curve, though single readings can be large; an effect the other way counts as inactive or inconclusive. Some of the compounds tested; the hit share may differ from the screen's.
# Below each compound – TSHR antag	MLL CXXC-DNA inh	Menin MLL FP TR	MBNL1 CUG block	PTAP TSG101 blk	S-ASM inh	Integrin act MD	AT treatment	Mito fusion act	TCR activator
O=C(c1cc(C2CC2)on1)N1CCN(c2ccccc2)CC1
 : 4	5%	-9%	5%	-4%	0%	-12%	-10%	2%	0%
Cc1ccc(CN2CCN(/N=C/c3ccc(C(=O)O)cc3)CC2)c(C)c1
 : -1	4%	-5%	-8%	0%	0%	5%	-1%	8%	-6%
COc1ccc(C2=NOC(C)(c3nnc(Cc4ccccc4)o3)C2)cc1 (configuration not stated)
 : nt	nt	nt	nt	-1%	-2%	20%	nt	nt	7%
Cc1ccc(S(=O)(=O)NCCC(=O)NCCc2ccc(S(N)(=O)=O)cc2)cc1C
 : nt	nt	nt	nt	-4%	3%	7%	2%	nt	3%
CCN(CC(=O)Nc1c(F)cccc1F)C(=O)CSC(=S)N1CCCC1
 : 13	nt	nt	nt	-8%	5%	-21%	5%	0%	-6%
CC(=O)Nc1cccc(/C(C)=N/NC(=O)c2cccs2)c1
 : -2	-9%	0%	8%	1%	-1%	22%	5%	-1%	4%[46.1 µM]
CCCCCC/C(=N\NS(C)(=O)=O)c1ccccc1
 : 5	16%	-9%	-1%	-2%	-6%	0%	2%	-2%	-30%
COc1ccccc1N(CC(=O)Nc1c(C)n(C)n(-c2ccccc2)c1=O)S(=O)(=O)c1ccc(C)cc1
 : -10	-2%	-15%	8%	-3%	0%	10%	1%	6%	-2%
N#Cc1ccc(C(=O)NC2CCCCCCC2)cc1
 : 25	27%	-13%	-3%	1%	-3%[11.5 µM]	6%	-5%	2%	1%
Cc1ccc(C)c(S(=O)(=O)N2CCCOC2CNC(=O)C(=O)NC2CC2)c1 (configuration not stated)
 : 12	-11%	nt	0%	0%	2%	4%	13%	1%	-1%
COc1ccc(CN2CCN(CCCc3ccccc3)CC2)c(OC)c1
 : 3	6%	-22%	-6%	nt	nt	nt	-2%	5%	nt
Cc1cc(NC(=O)CSc2ccc3nnc(-c4cccnc4)n3n2)no1
 : 32	0%	-17%	13%	-2%	-4%	-2%	6%	1%	13%
NS(=O)(=O)c1ccc(CCNC(=O)C2CCCN2C(=O)OCc2ccccc2)cc1 (configuration not stated)
 : -5	-3%	13%	-1%	-3%	-3%	23%	3%	-4%	6%
O=C(Cc1ccccc1C(=O)O)Nc1cccc2ccccc12
 : 19	-2%	-2%	11%	-7%	-2%	-26%	3%	3%	-2%
C=CCNc1nc(C(=O)OC(C)C(=O)c2ccc(C)cc2)cs1 (configuration not stated)
 : 11	nt	nt	nt	3%	-6%	3%	6%	nt	-3%
O=C(NNS(=O)(=O)c1ccc(Cl)cc1)c1cc(-c2ccccc2)nc2ccccc12
 : -5	0%	11%	3%	-1%	-25%	7%	1%	7%	-1%[46.1 µM]
Clc1ccc(CN2C3=NCCN3c3ccccc32)cc1Cl
 : 3	1%	-11%	-1%	-1%	-1%	-64%[inhibitor]	10%	-4%	-6%
CC(C)=CCC/C(C)=C/C(N)=O
 : -12	6%	-7%	-6%	0%	-2%	-4%	1%	-14%	-5%
Cc1onc(-c2ccccc2)c1C(=O)N1CCOC12CCN(c1cccc(F)n1)CC2
 : -6	1%	-7%	nt	0%	2%	-10%	6%	-4%	0%
CN(CC(=O)Nc1ccc(Cl)cc1F)C1CCS(=O)(=O)C1 (configuration not stated)
 : -20	nt	nt	nt	-3%	8%	-8%	-1%	-1%	-5%
COc1ccc(NC(=S)NC(NC(C)=O)C(Cl)(Cl)Cl)c([N+](=O)[O-])c1 (configuration not stated)
 : -19	3%	0%	?	-2%	-1%	-28%	-1%	-1%	-2%[46.1 µM]
O=C(NCCS(=O)(=O)N1CCN(c2ccccc2F)CC1)c1cccc(Br)c1
 : -9	5%	-20%	-9%	1%	-1%	-14%	0%	3%	-5%
CN1CCN(C2Cc3ccc(F)cc3Sc3cc(F)c(Cl)cc32)CC1 (configuration not stated)
 : nt	nt	nt	nt	0%	-13%	-63%[inhibitor]	nt	nt	-2%
CN(CCOc1ccc(Cl)cc1)C(=O)C1=CC=CN2CCS(=O)(=O)N=C12
 : 2	nt	nt	nt	-2%	-2%	33%	29%	nt	-5%
Fc1ccc2nc(Nc3ccccc3)sc2c1
 : 7	-3%	14%	-3%	1%	-3%	2%	3%	17%	12%
COc1ccccc1Nc1nc(N)nc(CSC(=S)N2CCC(C)CC2)n1
 : -23	4%	1%	-10%	-9%	-4%	-10%	3%	26%	-4%[46.1 µM]
COc1ccc(C2=NS(=O)(=O)N(C)C(C(=O)Nc3ccc(C)cc3)=C2)cc1
 : -11	nt	?	?	-5%	-19%	-25%	-7%	4%	7%
CN(C)c1ccc(C2Nc3cccc4cccc(c34)N2)cc1
 : 11	1%	?	0%	-1%	-2%	0%	9%	1%	4%
COc1cccc(/C=N/Nc2ccc(Cl)nn2)c1OC
 : nt	nt	nt	nt	-1%	1%	8%	nt	nt	-3%
Cc1c(/C=N\NC(=O)c2ccc(F)cc2)cnn1C
 : 8	9%	3%	6%[11.5 µM]	2%	1%	19%	0%	14%	-3%[46.1 µM]
O=C(CCc1ccccc1)Nc1cccnc1
 : -6	2%	-7%	-2%	-6%	0%	-1%	32%	5%	8%
COc1cc(N(C(=O)Cc2cccs2)C(C(=O)NC2CCCCC2)c2ccc(C)cc2)ccc1-n1cnnn1 (configuration not stated)
 : 2	14%	6%	nt	1%	0%	11%	4%	-3%	11%[46.1 µM]
C=C(C)CN(CC)CCC(=O)Nc1ccc(OC)cc1OC
 : 14	7%	1%	-3%	-4%	2%	-5%	nt	-4%	1%
CC(=O)C1=C(C)Nc2ncnn2C1c1ccccc1F (configuration not stated)
 : -2	1%	1%	2%	0%	10%	-39%	2%	5%	4%
CCC(Oc1ccc2c(c1)C(=O)CC(C)(C)O2)C(=O)NCCN1CCCCCC1 (configuration not stated)
 : 5	5%	-5%	?	-1%	245%	-54%[inhibitor]	7%	-3%	-6%
O=C(NCCN1CCCCC1)c1cc(OCC(F)(F)F)ccc1OCC(F)(F)F
 : 10	-5%	-1%	17%	-1%	0%	5%	2%	-4%	-11%
Cc1ccc2c(c1)C1CC(C)(O2)N(c2cccc(C(=O)N3CCN(c4ccccn4)CC3)c2)C(=O)N1 (configuration not stated)
 : 30	13%	nt	-5%	-2%	3%	-44%[inhibitor]	-7%	-1%	6%
COC(=O)c1ccc(Oc2nc(NC(C)C)nc(SC)n2)cc1
 : 4	-4%	-25%	-4%	-2%	-5%	-31%	-1%	14%	-2%
CC1Cc2ccccc2N1C(=O)c1cnc2n(c1=O)CCS2 (configuration not stated)
 : 4	0%	-1%	-1%	-2%	-3%	19%	0%	-1%	-1%
O=C(CNc1n[nH]c(=O)[nH]c1=O)N/N=C/c1cccnc1
 : 7	8%	4%	14%	0%	7%	-8%	5%	-3%	-14%[46.1 µM]
O=C(COc1ccc(Br)cc1Cl)c1ccc[nH]1
 : -9	16%	?	nt	0%	1%	-15%	-4%	-9%	5%
N#Cc1ccc2ccn(CC(=O)NC3CCCCCC3)c2c1
 : -3	-6%	20%	0%	-5%	-1%	15%	-5%	0%	5%
COc1ccc(OC)c(/C=N/NC(=O)CNC(=O)c2ccc(S(=O)(=O)N3CCOCC3)cc2)c1
 : 10	-5%	11%	nt	0%	-2%	-23%	0%	3%	6%[46.1 µM]
O=C1C2=C(CCCC2)C(=O)N1c1cccc(OCCBr)c1
 : -3	-1%	3%	0%[11.5 µM]	-5%	-1%	-25%	0%	11%	2%[46.1 µM]
N#Cc1c(N)nc(SCC(=O)OCc2ccccc2)c(C#N)c1-c1ccco1
 : -78*	11%	?	10%	-3%	25%	5%	-5%	-6%	nt
CC(OC(=O)C1COc2ccccc2O1)C(=O)N(C)c1ccccc1 (configuration not stated)
 : -9	5%	0%	-3%	-7%	1%	0%	8%	3%	10%
CN1/C(=C/C(=O)COC(=O)C2COc3ccccc3O2)C(C)(C)c2ccccc21 (configuration not stated)
 : nt	nt	nt	nt	-7%	69%[activator]	-10%	nt	nt	-4%
CC1CCCC(NC(=O)Cn2cc(Br)ccc2=O)C1C (configuration not stated)
 : nt	nt	nt	nt	1%	2%	-6%	-9%	nt	5%
Cc1ccccc1-n1c(C)nnc1SCC(=O)N(C)C1CCS(=O)(=O)C1 (configuration not stated)
 : 0	-10%	2%	-5%	0%	-2%	14%	-21%	-7%	-3%
